Mdm2 ligase inh = blocks human Mdm2 ubiquitin ligase activity. Q00987. cell-based MDM2 ubiquitination luciferase reporter, 2 h; 0 = plate control, 100 = twice control, blank-subtracted. signal enhancement, % at 5 µM. 0.11% of 210,000 active;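 active = signal enhancement of 30% or more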;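 note: luminescence tracks abundance of the self-degrading MDM2-luciferase fusion protein; higher signal means inhibition of MDM2 E3 ligase activity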
Target sequence (Q00987 whole entry, looked up, the tested form may be a part): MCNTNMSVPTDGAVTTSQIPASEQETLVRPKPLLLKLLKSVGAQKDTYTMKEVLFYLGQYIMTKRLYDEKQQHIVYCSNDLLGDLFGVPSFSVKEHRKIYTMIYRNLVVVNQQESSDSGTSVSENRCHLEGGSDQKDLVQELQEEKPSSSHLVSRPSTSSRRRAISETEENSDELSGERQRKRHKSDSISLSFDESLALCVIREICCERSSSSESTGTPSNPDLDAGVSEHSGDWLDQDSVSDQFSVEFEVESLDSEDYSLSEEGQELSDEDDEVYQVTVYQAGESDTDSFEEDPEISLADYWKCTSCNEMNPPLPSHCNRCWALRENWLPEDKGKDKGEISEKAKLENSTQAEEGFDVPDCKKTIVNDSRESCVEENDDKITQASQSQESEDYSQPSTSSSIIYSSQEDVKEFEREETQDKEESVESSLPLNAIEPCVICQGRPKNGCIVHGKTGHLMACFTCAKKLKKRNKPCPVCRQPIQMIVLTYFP
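System: stable MDM2–luciferase fusion reporter cells / Input: 2000 cells seeded into each well / Schedule: 4 h settle plus 2 h compound, 37 °C / Compound: single-point 5 µM / Buffer or medium: cells held in DMEM / Benchmarks: control and blank well means / Evaluation: percent signal gain over controls, blank-subtracted / Measured by: luciferase luminescence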
Runt-SMMHC FRET = Runt domain-CBFb-SMMHC interaction inhibition. Q01196+Q13951. Cerulean-Runt/Venus-CBFb-SMMHC FRET ratio 530/480, 1 h. inhibition, % at 20 µM. 0.74% of 220,000 active. AID 1434;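 active = mean inhibition across duplicate retests at 20 µM reaching about 50%, limit read from the data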;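 note: 0% = DMSO wells and 100% = wells with excess untagged CBFb-SMMHC; inhibitors lower the FRET ratio by blocking Runt binding to CBFb-SMMHC; some results filed as inactive read as strong as hits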
EBV gp42 block = EBV gp42 inhibition; inhibition, % (tested at 21.74 µM); Fluorescence polarization binding assay, mP read-out; 0.42% of 220,000 active; Q1HVG2; AID 1085; in the data active = inhibition above about 50%
TRPN1 ag = activates the zebrafish TRPN1 channel; HEK293 zebrafish TRPN1-YFP, Fluo-8 calcium fluorescence; 100% = response to 87 µM carbachol; activation, % at 3 µM; 0.18% of 220,000 active; AID 1424;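 active = activation above its plate's cutoff, the mean activation of test wells on that plate plus 3 SD, cut at about 19% in these data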;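 note: 0% = DMSO alone and 100% = 87 µM carbachol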
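Material: zebrafish TRPN1-YFP in HEK293 cells; Doses: single test compound dose, 3 µM nominal, 0.3% DMSO; Timing: dye loading 1 h at 37 °C, then 30 min room temperature; Technique: intracellular calcium fluorescence with Fluo-8; Benchmarks: high carbachol 87 µM, low DMSO alone.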
PPC-1+TRAIL kill = PPC-1 cancer cell killing with TRAIL present | PPC-1 cells + TRAIL, ATPLite viability luminescence | cell killing (% activity), % at 4 µM | 0.41% of 220,000 active | AID 1443;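 active = cell killing above 50% in the first pass at 4 µM, then a duplicate retest at 5 µM averaging 50% or more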;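 note: plate controls were cells with TRAIL plus DMSO for no effect and medium-only wells lacking cells for full effect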
TRPML3 agonist = human mucolipin-3 channel agonism; Q8TDD5; HEK293 TRPML3-YFP, Fluo-8 calcium fluorescence; 100% = the carbachol control signal; activation, % at 3 µM; 0.29% of 220,000 active; AID 1448;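 active = activation above its plate's cutoff, the mean activation of the plate's test wells plus 3 SD, cut at about 12% in these data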;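 note: 0% = DMSO only wells and 100% = carbachol wells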
Target sequence (Q8TDD5 whole entry, looked up): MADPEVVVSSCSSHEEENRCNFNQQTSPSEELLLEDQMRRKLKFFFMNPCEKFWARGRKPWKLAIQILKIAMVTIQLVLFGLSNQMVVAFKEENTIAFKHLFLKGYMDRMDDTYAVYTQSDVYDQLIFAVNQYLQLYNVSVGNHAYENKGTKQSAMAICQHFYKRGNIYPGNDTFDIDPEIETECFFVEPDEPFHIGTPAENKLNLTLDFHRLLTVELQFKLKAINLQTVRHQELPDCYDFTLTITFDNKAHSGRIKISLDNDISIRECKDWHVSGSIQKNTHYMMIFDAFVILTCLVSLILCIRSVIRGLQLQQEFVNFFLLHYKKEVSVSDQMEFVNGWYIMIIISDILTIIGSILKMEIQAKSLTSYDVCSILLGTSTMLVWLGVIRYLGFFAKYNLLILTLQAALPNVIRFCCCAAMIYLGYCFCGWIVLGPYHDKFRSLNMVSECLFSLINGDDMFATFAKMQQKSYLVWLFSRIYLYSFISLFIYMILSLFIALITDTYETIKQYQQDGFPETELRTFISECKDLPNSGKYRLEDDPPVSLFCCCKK
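system = HEK293 cells stably carrying human TRPML3-YFP | doses = one concentration, 3 µM nominal, 0.3% DMSO | timing = dye loading 1 h 37 °C then 30 min ambient, 125 s read | detection = Fluo-8 calcium dye fluorescence, ex 470-495, em 515-575 nm | benchmarks = high control carbachol 87 µM, low control DMSO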
p47phox inh = blocks human p47phox regulatory protein of NADPH oxidases; p47phox/p22phox peptide binding, fluorescence polarization, 2 h; 0.53% of 220,000 active; inhibition, % at 24.7 µM;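 active = inhibition above about 30%, limit read from the data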;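 note: 0% = p47phox with labelled peptide and 100% = labelled peptide alone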
TNF death inh = TNF-alpha cell death inhibition in Jurkat FADD-/- cells. Jurkat FADD-/- TNF necroptosis rescue, ATP luminescence, 24 h; 0 = TNF only, 100 = no-TNF cells. activation (protection from cell death), % at 10 µM. 0.068% of 220,000 active;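 active = activation, meaning protection from cell death, of at least 50% relative to plate controls; inactive = activation below 50%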;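 note: necroptosis triggered by 40 ng/mL TNF-alpha added together with compound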
CHOP inh = CHOP inhibition in unfolded protein response; 3.8% of 220,000 active; AID 2732; inhibition, % at 10 µM; CHO-K1 CHOP-promoter luciferase, tunicamycin-induced, 15-18 h;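 active = compounds that reduced the stress-induced luciferase reporter signal by more than about 70% of percent inhibition, limit read from the data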;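 note: 0% = tunicamycin plus vehicle and 100% = wells without tunicamycin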
Active calls of the source: *; nt = no result given. Random draw from the library, and some 5.9% of all compounds hit somewhere here.

SMILES | Mdm2 ligase inh | Runt-SMMHC FRET | EBV gp42 block | TRPN1 ag | PPC-1+TRAIL kill | TRPML3 agonist | p47phox inh | TNF death inh | CHOP inh
CCc1c(C)nc(SCC(=O)Nc2ccc3c(c2)OCCO3)[nH]c1=O | -12 | 1 | -10 | 0.1 | -1 | -0.2 | 4 | 4.1 | 4
CCOC(=O)c1c(NC(=O)CSc2n[nH]c(CNc3ccccc3)n2)sc(C)c1C | 10 | -10 | -3 | -0.2 | 8 | -0.8 | -4 | -1.1 | 91*
CCOC(=O)N1CCN(C(=O)CN(c2ccc(OCC)cc2)S(C)(=O)=O)CC1 | -19 | -1 | 1 | -0.3 | 9 | 0.5 | -4 | -0.3 | -19
CCn1ccnc1CNC(=O)CC1C(=O)NCCN1CC(c1ccccc1)c1ccccc1 (centres undefined) | -25 | -6 | 12 | 0.5 | 14 | 0.3 | -8 | 2.2 | 3
CCn1c(SCC(=O)N2CCN(c3ccccc3)CC2)nnc1-c1c[nH]c2ccccc12 | -5 | 0 | -2 | 5.6 | 16 | 2.6 | -18 | -8.8 | 61
CC(c1nnc(SCC(=O)Nc2cccnc2Cl)n1Cc1ccccc1)N(C)C (centres undefined) | -5 | 1 | -7 | -0.7 | 13 | 0.3 | 1 | 0.0 | -8
C=Cn1c(C(=O)O)cc(CC)c1-c1ccccc1 | 14 | -2 | -22 | -0.1 | 14 | 0.4 | -25 | -1.3 | -1
Cc1cc([N+](=O)[O-])c2c(c1C)C1C=CCC1C(c1ccccn1)N2 (centres undefined) | 0 | -10 | -8 | -2.8 | 28 | -0.5 | 9 | 0.0 | -16
O=C(COc1ccc(Cl)cc1)NCc1nnc(SCC(=O)N2CCCCCC2)o1 | -9 | 1 | 1 | 0.0 | 26 | 1.3 | -21 | -0.5 | 4
N#Cc1nc(-c2ccc(F)cc2)oc1NCCCn1ccnc1 | -3 | 3 | -6 | 0.5 | 18 | 0.5 | -9 | -0.7 | -19
COc1ccc(CC(=O)NCC2COc3ccccc3O2)cc1 (centres undefined) | -1 | -1 | 5 | 0.1 | 15 | -0.2 | 3 | 0.0 | 4
O=C(NCc1cccnc1)c1ccccc1CCc1ccccc1 | -15 | -3 | 4 | -0.9 | 23 | -1.2 | 0 | -0.5 | 11
CC(NC(=O)Cn1nc(-c2ccccc2)ccc1=O)c1ccccc1 (centres undefined) | -5 | -4 | -15 | 0.5 | 6 | 0.7 | -9 | 3.0 | -12
O=C1CC2C(=O)NCCN2C(=NC(=O)c2ccccc2)N1 (centres undefined) | 0 | -6 | -3 | -2.0 | 11 | 0.4 | 9 | -0.7 | 19
CC(C)C[C@@H]1NC(=O)[C@H](Cc2ccc(O)cc2)NC(=O)c2cc([N+](=O)[O-])cc(I)c2NCCC[C@@H](C(N)=O)NC1=O | nt | -8 | -2 | 0.1 | -5 | 0.5 | 3 | 1.8 | 19
Cn1cnnc1SCCNS(=O)(=O)c1ccccc1 | 1 | 2 | -14 | 1.1 | 6 | 0.7 | -4 | 0.0 | 3
CC(CO)(CO)NCc1ccc(-c2ccccc2)cc1 | -21 | -3 | 0 | 0.7 | 0 | 0.2 | 9 | 2.0 | 4
Cc1cc(NC(=O)CO/N=C/c2ccc3c(c2)OCO3)ccc1Br | -12 | -8 | -12 | 1.3 | 26 | 0.9 | -11 | -1.4 | 4
COCc1c(C#N)c(NCc2cc(OC)c(OC)c(OC)c2)nc(C)c1[N+](=O)[O-] | -16 | -1 | -13 | 4.4 | -8 | 4.7 | -13 | -0.5 | 28
COc1ccc(NC(=O)c2ccc(NC(=O)CN(C)CC(=O)Nc3c(C)cccc3C)cc2)cc1 | -9 | -5 | -15 | 1.3 | -5 | 0.6 | -13 | 2.3 | 0
CCOC(=O)N1CCN(C(=O)CCCn2c(=O)[nH]c3ccccc3c2=O)CC1 | 3 | 0 | 3 | 0.6 | 19 | 0.3 | -4 | -5.6 | -10
O=C(c1ccc2c(c1)OCCO2)C1CCN(S(=O)(=O)c2cccc(F)c2)CC1 | -13 | 3 | -18 | 1.2 | -3 | 0.2 | -19 | -1.1 | 29
CCOc1ncccc1C(=O)OCC(=O)c1ccc(F)cc1 | -5 | 2 | -15 | -1.3 | -31 | -0.3 | -17 | 1.4 | 9
CCOC(=O)N/C(N)=N/c1nc2ccccc2s1 | -18 | 1 | -11 | 0.5 | -13 | 0.2 | -13 | 2.9 | 51
CC(=O)Nc1ccc(-c2ccccc2)s1 | 4 | -4 | -26 | 0.6 | -5 | 0.9 | -8 | -0.5 | 5
Cc1cc(C)c(NC(=S)N(CCCN2CCOCC2)Cc2cccnc2)c(C)c1 | -8 | -1 | 16 | 0.0 | 10 | 0.3 | 5 | 0.5 | -2
CCn1c(=O)cc(SCC(=O)NCc2ccc(C)o2)c2ccccc21 | -7 | -2 | -10 | -0.2 | 6 | -0.9 | -4 | -7.4 | 12
COc1cccc2c(=O)c(C(=O)NCc3cccs3)c[nH]c12 | -17 | -2 | 3 | 0.3 | 21 | 0.4 | -15 | 2.9 | -43
COC(=O)CC1C(=O)NC2CCCCC2N1C(=O)c1ccccc1 (centres undefined) | -1 | 1 | -5 | 0.7 | -6 | 0.2 | -8 | -0.8 | -14
CCCOc1ccc(N2C(=O)CC(N3CCOCC3)C2=O)cc1 (centres undefined) | -9 | 1 | -14 | 0.6 | -3 | 0.8 | -10 | 0.5 | 30
Cc1ccc(-c2csc3nc(C)n(-n4cccc4)c(=O)c23)o1 | 0 | 12 | 0 | 0.4 | 14 | 0.2 | -10 | -1.4 | 18
CCCC(=O)Nc1ccccc1NC(=O)CN(C)S(=O)(=O)c1ccccc1 | -5 | 0 | -8 | 1.1 | 12 | 0.3 | -3 | -1.5 | -8
CC(=O)N1CCN(CC(=O)Nc2ccc(SC(F)F)cc2)CC1 | -13 | 3 | -29 | 1.6 | 33 | 1.4 | -7 | 1.7 | 17
CCNCc1cc(Br)c(OCC(=O)Nc2ccccc2)c(OC)c1 | -2 | 7 | -2 | 0.1 | 13 | 1.4 | -18 | 3.0 | 8
O=C(c1cccc(F)c1)N1CCCC(C(=O)N2CCN(c3ccccc3)CC2)C1 (centres undefined) | -36 | -4 | -19 | -1.2 | -9 | 0.7 | -10 | 1.9 | -6
COC(=O)c1c(NC(=O)CCc2ccc(C)o2)sc(C)c1C | -8 | -1 | 6 | -0.9 | 3 | 0.2 | -5 | 1.0 | 32
O=C(/C=C/c1ccc(Cl)cc1Cl)c1cccnc1 | -10 | -2 | -8 | 0.8 | 14 | 1.9 | 6 | -2.2 | -23
Cc1ccc(NC(=O)Nc2nnc(-c3ccccc3)o2)cc1 | -8 | -6 | -1 | 0.0 | 30 | 0.6 | 4 | 0.2 | -11
COc1cccc(NC(=S)Nc2ccc(Br)cc2Cl)c1 | -13 | -5 | -12 | 0.9 | 11 | -0.1 | 5 | -4.9 | -6
O=c1n(-c2ccccc2)c(=O)n2n1CCC2 | 3 | 3 | -4 | 0.7 | 6 | 0.6 | -7 | 0.2 | -24
Cn1c(C2=C(O)CN(Cc3ccccc3)C2=N)nc2ccccc21 | 10 | -3 | -3 | 0.2 | 8 | 0.9 | -6 | -1.7 | -4
O=S(=O)(c1cccc(NC(=S)NCc2ccco2)c1)N1CCOCC1 | -9 | 0 | -13 | 1.6 | 3 | 0.9 | -7 | 1.8 | 25
CCOc1ccc(NC(=O)CN2CCN(CC(=O)c3ccc(OCC)cc3)CC2)cc1 | 5 | -4 | -11 | -0.4 | 11 | 0.2 | -14 | 0.3 | 30
O=C(Cn1[nH]c(=O)c2ccccc2c1=O)Nc1ccc(-c2nnc3n2CCCCC3)cc1 | -3 | -8 | 3 | 0.0 | 28 | 0.4 | 1 | -0.2 | -11
Cc1ccc2c(c1)cc(CN(Cc1ccc3c(c1)OCO3)S(=O)(=O)c1ccccc1)c1nnnn12 | -16 | 2 | -23 | 0.4 | 5 | 1.0 | -4 | -5.9 | 3
CCOC(=O)C1(CC2CCCCO2)CCN(S(=O)(=O)c2cccc(F)c2)CC1 (centres undefined) | -5 | 2 | -4 | -1.0 | -27 | 0.6 | 0 | 0.4 | 22
CC(C)(CO)NC(=O)C12CC3CC(CC(Br)(C3)C1)C2 | 1 | -1 | -7 | 1.6 | -6 | 0.8 | -3 | -0.9 | 8
CC1CN(c2ccc(Oc3ccccc3)cc2)c2nc3c(c(=O)n(CC(N)=O)c(=O)n3C)n2C1 (centres undefined) | -8 | 2 | -8 | nt | -28 | nt | 3 | 0.4 | 7
O=C(CCn1nc(-c2ccc(Cl)cc2)ccc1=O)NCc1ccccn1 | -9 | -6 | -8 | -0.5 | 14 | 0.3 | -5 | 0.0 | 46
COc1ccc([N+](=O)[O-])cc1NC(=O)CCNC(=O)Cn1ccc2ccccc2c1=O | -2 | 3 | -2 | 1.4 | 10 | 0.6 | 1 | 0.1 | 10
COc1ccccc1CNC(=O)COC(=O)c1cccnc1SCC(=O)NCc1ccccc1OC | -3 | 5 | -26 | 0.3 | 12 | 1.8 | -61 | -1.3 | -6
O=c1[nH]c(Cc2cccs2)nc2scc(-c3ccc(Cl)cc3)c12 | -3 | -2 | -5 | -0.7 | 15 | 1.0 | -7 | -3.5 | 24
Cc1ccc(NC(=O)c2cc3cc(OC(F)(F)F)ccc3[nH]2)cc1 | -10 | 2 | -6 | 1.9 | -23 | 1.3 | 6 | -1.1 | 2
CC(NC(=O)CCOc1ccccc1)c1ccccc1 (centres undefined) | -5 | 2 | -20 | -0.6 | 5 | 0.7 | -6 | 2.1 | 5
Nc1nnc(-c2ccc(Cl)cc2Cl)s1 | 1 | 4 | -19 | -2.8 | 1 | -0.5 | -2 | 1.0 | -9
CN1C[C@@H]2C(c3ccc(C(F)(F)F)cc3)C3(c4ccc(C#N)cc4)CC2(C3)[C@H]1c1ccccc1 (some centres undefined) | 10 | -1 | -16 | nt | -1 | nt | -7 | -0.1 | 34
Cc1nn(-c2ccccc2)c2nc(-c3ccco3)cc(C(=O)O)c12 | -2 | 25 | -16 | 1.0 | -12 | 0.3 | -25 | -2.6 | 16
CCC(Oc1ccc2ccccc2c1)C(=O)O (centres undefined) | nt | 0 | -21 | -0.2 | 21 | 1.5 | 1 | -1.4 | -11

Three entries already listed, ordered by the value under CHOP inh, smallest number first.
| mol | CHOP inh |
| --- | --- |
| O=C(c1cccc(F)c1)N1CCCC(C(=O)N2CCN(c3ccccc3)CC2)C1 (centres undefined) | -6 |
| CC(NC(=O)CCOc1ccccc1)c1ccccc1 (centres undefined) | 5 |
| O=C1CC2C(=O)NCCN2C(=NC(=O)c2ccccc2)N1 (centres undefined) | 19 |

Screening data from PubChem.
